Bioassay records (PubChem)
BH1578 lux ind: quorum light induction in luxS cqsA deficient V. cholerae | V. cholerae BH1578 lux reporter, luminescence, 6 h | activation, % at 18.7 µM | 350,000 tested, 0.16% active; in the data active = activation mostly above about 9.7%, no sharp cut-off; also: not every result past the cut was called active; inactives centre near 0; reference of the scale not given here
Mtb BioA inh: BioA (M. tuberculosis) enzyme inhibition. purified M. tuberculosis BioA enzyme, plate reader. inhibition, % at 9.99 µM. 360,000 tested, 0.096% active; in the data active = inhibition above about 40%
UGM FP inh: blocks M. tuberculosis UGM enzyme; P9WIQ1; purified UGM, fluorescence polarization probe displacement; inhibition, % at 10 µM; 320,000 tested, 0.06% active; AID 504406; in the data active = inhibition above about 10%, passing the limit was not always enough
Mtb FBA inh: inhibits M. tuberculosis FBA enzyme; purified M. tuberculosis FBA, fluorescence read-out; inhibition, % at 1 µM; 360,000 tested, 2.3% active; AID 588726; in the data active = inhibition above about 27%;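 also: 0% = vehicle and 100% = reference inhibitor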
Target sequence (P9WQA3 whole entry, looked up): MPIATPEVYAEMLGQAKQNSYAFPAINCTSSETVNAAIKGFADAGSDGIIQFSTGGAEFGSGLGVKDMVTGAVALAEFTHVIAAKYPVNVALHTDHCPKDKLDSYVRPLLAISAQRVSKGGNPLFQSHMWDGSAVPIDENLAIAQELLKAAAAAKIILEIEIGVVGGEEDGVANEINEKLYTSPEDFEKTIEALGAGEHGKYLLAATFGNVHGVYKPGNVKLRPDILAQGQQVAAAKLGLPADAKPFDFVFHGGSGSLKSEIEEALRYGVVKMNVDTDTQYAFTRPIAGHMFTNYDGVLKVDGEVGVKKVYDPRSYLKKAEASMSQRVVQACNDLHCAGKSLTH
SSB-PriA inh: blocks PriA binding to SSB C-terminal tail; AID 1272365; 430,000 tested, 0.6% active; AlphaScreen SSBct-PriA binding, biotinylated peptide; inhibition, % at 33 µM; in the data active = inhibition mostly above about 37%, no sharp cut-off; inactive = mostly below about 20%;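 also: plate controls were negative control peptide for no effect and reference peptide for full effect; strong numbers were not always called active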
Rv3671c inh: inhibits the M. tuberculosis serine protease Rv3671c. 320,000 tested, 0.048% active. AID 2606. inhibition, % at 5.96 µM. P9WHR9; in the data active = inhibition above about 38%;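 also: extracellular domain of Rv3671c used as enzyme; 0% = enzyme with DMSO and 100% = no enzyme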
SARS 3CLpro inh: SARS-CoV 3CLpro protease inhibition. recombinant SARS-CoV 3CLpro, quenched FRET peptide cleavage. inhibition, % at 6 µM. 290,000 tested, 0.14% active; in the data active = inhibition above about 12%
VHR inh abs: inhibitors of human VHR1 phosphatase (DUSP3) | recombinant VHR phosphatase, pNPP absorbance | inhibition, % at 13.3 µM | 290,000 tested, 0.52% active | AID 1654; in the data active = inhibition above about 50%; also: some compounds called inactive have numbers as strong as hits
Target sequence (P51452 whole entry, looked up): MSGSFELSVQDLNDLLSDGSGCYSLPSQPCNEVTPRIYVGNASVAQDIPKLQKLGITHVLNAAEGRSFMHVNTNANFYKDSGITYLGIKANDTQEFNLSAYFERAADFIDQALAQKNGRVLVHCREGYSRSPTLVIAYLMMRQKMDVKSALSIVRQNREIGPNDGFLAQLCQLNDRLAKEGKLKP
MazF activator: MazEF (E. coli) toxin RNase activation. P0AE70. FAM/BHQ RNA-DNA oligo cleavage fluorescence, 5 h. activation, % at 20 µM. 350,000 tested, 0.32% active; in the data active = activation above about 50%
Target sequence (P0AE70 whole entry, looked up): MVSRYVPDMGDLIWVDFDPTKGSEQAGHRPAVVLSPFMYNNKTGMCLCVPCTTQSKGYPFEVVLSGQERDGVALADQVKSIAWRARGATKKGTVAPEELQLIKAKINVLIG
GDH-TPI inh: GDH-TPI coupled enzyme inhibition counter-screen; GDH-TPI coupled enzyme counterscreen, NADH absorbance; inhibition, % at 4.8 µM; 360,000 tested, 1.2% active; AID 588335; in the data active = inhibition above about 30%;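 also: 0% = DMSO wells and 100% = wells lacking the enzyme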
* = called active by the depositor; i = inactive; . = not tested or not shown; & = joins results of further samples.

Value order: Rv3671c inh	SARS 3CLpro inh	SSB-PriA inh	VHR inh abs	Mtb BioA inh	GDH-TPI inh	BH1578 lux ind	UGM FP inh	MazF activator	Mtb FBA inh
1	O=C(COc1cccc(F)c1)N[C@@H](Cc1ccccc1)c1nc2ccccc2[nH]1
 : 3	-1	5	18	-1.1	3	-0.1	-0.3	-5	2
2	COc1ccc(OCCN2CCN(S(=O)(=O)c3ccccc3C(F)(F)F)CC2)cc1
 : 2	.	11	.	1.5	-10	i	-1.4	1	2
3	COc1ccccc1NC(=O)COC(=O)c1ccccn1
 : -6	-10	-10	35	2.0	-3	0.0	-1.1	5	1
4	O=S(=O)(NCc1csc(-c2cccs2)n1)c1ccc(Cl)cc1
 : -5	0	-13	-11	0.7	6	i	-0.9	3	13
5	CC(NC(=O)c1cccs1)C(S)c1ccccc1 (centres undefined)
 : -17	8	-10	22	-0.3	7	i	-5.0	-7	-1
6	CCN1CCN(c2ccc(S(=O)(=O)N3CCCCC3)cc2NC(=O)Cc2ccccc2F)CC1
 : -4	.	-4	.	-1.0	6	-1.2	-1.4	1	6
7	COc1cc(-c2cc(NC=O)c3ncc(-c4ccccc4)n3c2)cc(OC)c1OC
 : .	.	.	.	3.0	9	i	.	.	0
8	COc1ccc(CN(C(=O)c2cccs2)c2ccccc2)cc1
 : -3	-1	-25	15	.	-5	-0.3	2.8	-12	-2
9	Cc1cc2ncn(C(=O)c3ccc(F)cc3)c2cc1C
 : 1	0	-1	-3	-0.6	7	i	0.3	0	3
10	COc1ccc(Cc2nc3ccc(C(=O)N4C[C@@H](C)O[C@@H](C)C4)cc3o2)cc1OC
 : -5	-4	14	-9	-0.2	5	i	-2.8	10	-3
11	CCOC(=O)c1ccc(S(=O)(=O)Nc2ccc(N3CCOCC3)cc2)cc1
 : 5	1	-3	61	0.9	4	-0.3	-0.6	-6	2
12	O=C(C1=C[C@@H](c2coc3ccccc3c2=O)C[C@@H](OCCCCO)O1)N1CCOCC1
 : 2	5	-5	-8	-0.1&-0.6	8	-0.6	-3.1	7	-1
13	COc1ccc(NC(=O)CSc2nnc(-c3cccs3)n2-c2ccccc2)cc1
 : -9	0	-16	-6	.	-6	-0.6	0.6	-16	-1
14	O=C(O)c1ccsc1Cc1cccs1
 : .	.	.	.	-1.3	6	-0.7	.	1	8
15	CC1(C)CC(=O)c2cc3c(N)c(C(=O)NCc4ccccc4)sc3nc2C1
 : 1	0	-14	15	-0.8	5	i	0.0	26	1
16	Cc1occc1C(=O)N/N=C/c1ccc(Br)s1
 : 1	-6	.	0	-1.6	13	-0.3	2.1	3	-1
17	COc1ccc2c(c1)[nH]c1c(=O)n(N)cnc12
 : -10	-5	0	37	-3.8	0	-0.4	1.7	-7	4
18	CN(C)/C=C1\N=C(c2cccs2)OC1=O
 : -11	2	-4	-33	6.0	49*	-1.0	-0.5	2	-1
19	CC(C)(C)OC(=O)N1CCN(C(=O)c2[nH]cnc2C(=O)N[C@@H](Cc2ccccc2)C(=O)OCc2ccccc2)CC1
 : -11	4	8	-3	3.4	7	-1.0	2.4	1	1
20	COc1cc(NC(=O)Cn2cnc3sc(C)c(S(=O)(=O)N4CCN(C)CC4)c3c2=O)cc(OC)c1OC
 : -12	1	.	-33	.	.	.	-1.1	.	.
21	Oc1ccc(/C(Cc2ccccn2)=N\Nc2ccccc2)c(O)c1
 : 3	1	.	16	.	9	i	1.4	-3	8
22	Cc1cc(C)cc(C(O)c2ncc(-c3ccccc3Cl)[nH]2)c1 (centres undefined)
 : .	.	.	.	0.0	10	-0.8	.	.	1
23	CCOC(=O)C1=C(CNCCc2ccc(Cl)cc2)NC(=O)NC1c1ccc2c(c1)OCO2 (centres undefined)
 : -4	7	-6	2	2.5	-8	i	2.1	4	0
24	COC(=O)c1cc(NC(=S)N2CCN(c3ccccn3)CC2)cc(C(=O)OC)c1
 : -17	-4	8	17	9.3	-4	0.9	-0.5	4	1
25	O=P1(Nc2cccnc2)COc2ccccc2OC1
 : 3	0	-9	17	0.6	1	-6.7	-4.6	0	-1
26	CCOC(=O)C1CCN(c2ncnc3c2oc2ccc(Cl)cc23)CC1
 : -5	0	-8	18	-0.7	14	5.0	2.9	-4	0
27	Cc1ccc(S(=O)(=O)N2CCN(C(=O)c3ccc4c(c3)OCO4)CC2)cc1
 : -2	5	-3	18	0.7	1	i	2.9	0	5
28	O=C(OCCc1cc2ccccc2c(=O)o1)c1ccc2c(c1)OCO2
 : -11	.	-22	.	0.4	-7	-3.6	0.0	7	2
29	CC(NC(=O)COC(=O)c1ccc2c(=O)n3c(nc2c1)CCCCC3)c1ccc(F)cc1 (centres undefined)
 : .	.	.	.	1.4	6	i	.	5	-1

Structures shown so far that contain four or more nitrogen atoms, in the order listed:
Value order: Rv3671c inh	SARS 3CLpro inh	SSB-PriA inh	VHR inh abs	Mtb BioA inh	GDH-TPI inh	BH1578 lux ind	UGM FP inh	MazF activator	Mtb FBA inh
6	CCN1CCN(c2ccc(S(=O)(=O)N3CCCCC3)cc2NC(=O)Cc2ccccc2F)CC1
 : -4	.	-4	.	-1.0	6	-1.2	-1.4	1	6
13	COc1ccc(NC(=O)CSc2nnc(-c3cccs3)n2-c2ccccc2)cc1
 : -9	0	-16	-6	.	-6	-0.6	0.6	-16	-1
17	COc1ccc2c(c1)[nH]c1c(=O)n(N)cnc12
 : -10	-5	0	37	-3.8	0	-0.4	1.7	-7	4
19	CC(C)(C)OC(=O)N1CCN(C(=O)c2[nH]cnc2C(=O)N[C@@H](Cc2ccccc2)C(=O)OCc2ccccc2)CC1
 : -11	4	8	-3	3.4	7	-1.0	2.4	1	1
20	COc1cc(NC(=O)Cn2cnc3sc(C)c(S(=O)(=O)N4CCN(C)CC4)c3c2=O)cc(OC)c1OC
 : -12	1	.	-33	.	.	.	-1.1	.	.
24	COC(=O)c1cc(NC(=S)N2CCN(c3ccccn3)CC2)cc(C(=O)OC)c1
 : -17	-4	8	17	9.3	-4	0.9	-0.5	4	1

Three structures already listed, sorted by length of the SMILES, low to high:
Value order: Rv3671c inh	SARS 3CLpro inh	SSB-PriA inh	VHR inh abs	Mtb BioA inh	GDH-TPI inh	BH1578 lux ind	UGM FP inh	MazF activator	Mtb FBA inh
16	Cc1occc1C(=O)N/N=C/c1ccc(Br)s1
 : 1	-6	.	0	-1.6	13	-0.3	2.1	3	-1
26	CCOC(=O)C1CCN(c2ncnc3c2oc2ccc(Cl)cc23)CC1
 : -5	0	-8	18	-0.7	14	5.0	2.9	-4	0
20	COc1cc(NC(=O)Cn2cnc3sc(C)c(S(=O)(=O)N4CCN(C)CC4)c3c2=O)cc(OC)c1OC
 : -12	1	.	-33	.	.	.	-1.1	.	.

These rows are one share of the data; rates above refer to the full screens.
